EWS-Fli inh – EWS/Fli transcriptional activity inhibition; A673 NR0B1-luciferase reporter, viability-normalised; inhibition, % at 12.6 µM; 350,000 tested, 0.67% active; AID 651661;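 active = mean inhibition of at least 50% after viability correction, with every replicate also passing that limit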;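 note: firefly luciferase signal divided by Alamar Blue viability fluorescence both relative to DMSO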
SIRT5 block – blocks human SIRT5 desuccinylation of peptide; Q9NXA8; Purified SirT5, succinyl-peptide AMC, trypsin-coupled fluorescence; inhibition, % at 15 µM; 330,000 tested, 1.1% active; in the data active = inhibition above about 15%
Target sequence (Q9NXA8 whole entry, looked up): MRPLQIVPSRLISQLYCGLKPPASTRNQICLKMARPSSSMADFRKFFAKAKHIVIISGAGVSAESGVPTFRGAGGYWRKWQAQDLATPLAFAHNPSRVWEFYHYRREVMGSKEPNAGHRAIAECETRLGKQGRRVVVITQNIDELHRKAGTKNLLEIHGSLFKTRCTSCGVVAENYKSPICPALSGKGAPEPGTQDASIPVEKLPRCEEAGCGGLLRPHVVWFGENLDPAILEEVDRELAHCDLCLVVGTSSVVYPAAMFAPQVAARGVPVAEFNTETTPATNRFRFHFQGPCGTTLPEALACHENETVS
ARNT TACC3 PPI – disruptors of human ARNT/TACC3 interaction | AlphaScreen His-ARNT PAS-B/GST-TACC3 binding, luminescence; TACC3 fragment carries E629A point mutation | inhibition, % at 9.99 µM | 390,000 tested, 0.66% active;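 active = mean inhibition of replicates at least 50% and at least half of replicates each reaching 50%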;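 note: 0% = complete ARNT plus TACC3 wells and 100% = ARNT alone without TACC3; many hits fall short of the cut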
PAX8 inh HTS – PAX8 transcriptional activity inhibition. RMG-I TPO-luciferase reporter, SteadyGlo, 24 h. inhibition, % at 12.6 µM. 360,000 tested, 1.2% active. AID 652154;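 active = mean replicate inhibition at least 60% with every replicate also reaching 60%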;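 note: luciferase light reporting Pax8 driven TPO promoter activity; plate controls were median of neutral control wells for no effect and mitoxantrone controls for full effect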
LGR2 antag – Drosophila LGR2 receptor signaling inhibition; HEK293 LGR2, CRE-luciferase, bursicon-stimulated, 4 h; inhibition, % at 9.99 µM; 380,000 tested, 0.35% active; AID 720647;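 active = drop in luminescence signal, shown as inhibition above about 50% in the replicate tests, limit read from the data, passing the limit was not always enough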;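 note: agonist challenge used bursicon conditioned medium at about half maximal strength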
DENV2 CPE rescue – inhibitors of DENV2 cytopathic effect. DENV2-infected cells, cytopathic effect rescue, plate reader. CPE inhibition, % at 9.99 µM. 350,000 tested, 1.7% active. AID 651640; in the data active = CPE inhibition above about 20%, passing the limit was not always enough; tested in BHK-21 cells;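 note: 0% = median of neutral control wells and 100% = median of positive control wells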
CASP6 VEID inh – caspase-6 (human) enzyme inhibition | P55212 | purified caspase-6, Z-VEID-R110 cleavage fluorescence | inhibition, % at 12.5 µM | AID 686996 | 350,000 tested, 0.53% active;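 active = mean inhibition across replicates at least about 35%, with every replicate also reaching that limit, limit read from the data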;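 note: 0% = median of neutral control wells and 100% = no fluorescence left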
Target sequence (P55212 24-179 limits assumed): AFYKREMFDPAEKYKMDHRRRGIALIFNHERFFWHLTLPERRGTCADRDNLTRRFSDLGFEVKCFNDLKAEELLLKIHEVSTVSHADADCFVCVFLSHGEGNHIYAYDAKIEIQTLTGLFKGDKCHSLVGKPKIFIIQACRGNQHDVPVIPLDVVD
Target sequence (P55212 194-293 limits assumed): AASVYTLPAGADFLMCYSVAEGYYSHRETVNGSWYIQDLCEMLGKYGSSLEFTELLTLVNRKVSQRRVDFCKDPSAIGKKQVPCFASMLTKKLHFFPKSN
Starred values were filed as active, the others as inactive; nt = no result given; & = joins results of further samples. This is a random part of the collection (roughly 4.9% active in at least one column).

entry | Molecule | EWS-Fli inh | SIRT5 block | ARNT TACC3 PPI | PAX8 inh HTS | LGR2 antag | DENV2 CPE rescue | CASP6 VEID inh
1 | O=C1CN(S(=O)(=O)c2ccc([N+](=O)[O-])cc2)CC(=O)N1 | 2 | -5 | nt | 15 | 21 | -1 | 14
2 | CNc1nc(NCc2ccc(C)cc2C)c2sccc2n1 | 11 | -2 | nt | -1 | 10 | 10 | 8
3 | COc1ccc(-c2ccc(C3[C@@H]4CN(C(=O)c5ccc(F)cc5)C[C@H]3N4)cc2)cc1 (stereo partly specified) | -5&-9 | nt | nt | -11&13 | 1&-21 | 3&6 | nt
4 | Cc1ccc(S(=O)(=O)N2CCC(C(=O)OC(C)C(=O)NC3CCCCC3C)CC2)cc1 (stereo unspecified) | 3 | -1 | 1 | -5 | -12 | 4 | -3
5 | CCCC(=O)Nc1ccc(S(=O)(=O)Nc2cc(OC)ncn2)cc1 | nt | -2 | -6 | 10 | 8 | 3 | 2
6 | C[C@H]1CCC(=O)N([C@H](CSc2ccccc2)Cc2ccccc2)CC1 | 12 | 0 | -3 | -25 | 23 | 4 | -2
7 | C[C@H](CO)N1C[C@H](C)[C@@H](CN(C)S(C)(=O)=O)OCCCC[C@H](C)Oc2ccc(NC(=O)C3CCCCC3)cc2C1=O | -3 | -2 | -7 | 15 | -9 | 10 | 1
8 | COCCN(C(=O)COC(=O)CSc1ccc2ccccc2c1)c1c(N)n(Cc2ccccc2)c(=O)[nH]c1=O | 5 | -7 | -3 | -1 | -11 | 9 | 5
9 | CCCNC(=O)[C@@H]1[C@@H](CO)[C@@H]2Cn3c(ccc(C4=CCCC4)c3=O)[C@@H]2N1CCC(F)(F)F | -1 | -5 | -7 | -9 | 8 | -1 | -1
10 | C[C@H](CO)N1C[C@H](C)[C@H](CN(C)Cc2ccc(Oc3ccccc3)cc2)Oc2c(NC(=O)Nc3ccc4c(c3)OCO4)cccc2C1=O | 7 | 5 | 0 | nt | 14 | 19 | 1
11 | CC(=O)N1CCc2cc(NC(=O)c3ccc(C)cc3)ccc21 | nt | 0 | 4 | nt | -37 | nt | -3
12 | O=C(c1cccc(F)c1)N1CCCCN2[C@H](CO)[C@H](c3ccc(-c4ccncc4)cc3)[C@@H]2C1 | -2 | 3 | 2 | 14 | 7 | 22* | 0
13 | CCCCc1nn(-c2cc(Cl)ccc2OC)c2c1C(=O)CCC2 | 8 | -1 | 5 | 2 | -5 | -2 | -2
14 | Cc1noc(C)c1NC(=O)N(C)C[C@H]1Oc2c(NS(=O)(=O)c3ccc(F)cc3)cccc2C(=O)N([C@@H](C)CO)C[C@H]1C | 4 | 1 | -5 | 9 | -2 | -6 | 2
15 | S=C(NCc1ccco1)N1CCC(c2nc3ccccc3o2)CC1 | -7 | -3 | 0 | -3 | -6 | -1 | -2

entry | Molecule | EWS-Fli inh | SIRT5 block | ARNT TACC3 PPI | PAX8 inh HTS | LGR2 antag | DENV2 CPE rescue | CASP6 VEID inh
16 | CCOc1ccc(N(CC(=O)N2CCN(c3ccccc3F)CC2)S(=O)(=O)c2c(C)noc2C)cc1 | 9 | 3 | 1 | -15 | 4 | -8 | 3
17 | O=[N+]([O-])c1ccc(Oc2ccc(S(=O)(=O)N3CCOCC3)cc2)cc1 | 0 | -1 | 9 | 7 | -12 | 5 | 2
18 | CCc1cccc(NC(=O)CCC(=O)N2CCSc3ccccc32)c1 | 7 | 1 | nt | 3 | 7 | 3 | 0
19 | CCC1Nc2ncnc(N3CCN(c4ccccn4)CC3)c2N(Cc2ccc(Cl)cc2)C1=O (stereo unspecified) | 2 | -4 | 3 | 8 | 17 | -7 | 1
20 | CCCC(=O)N1CCCC1(C)C(=O)Nc1ccc2nc(C)ccc2c1 (stereo unspecified) | -1 | -1 | nt | -4 | 4 | 12 | -2
21 | CC(C)NC(=O)N(C)C[C@@H]1OCCCC[C@@H](C)Oc2ccc(NC(=O)Nc3ccccc3)cc2C(=O)N([C@H](C)CO)C[C@@H]1C | nt | 2 | -1 | -1 | 7 | 20 | 2
22 | CCN1C(=O)[C@H]2[C@@H](c3ccc(C(F)(F)F)cc3)N[C@]3(CCCN(Cc4ccc(F)cc4)C3=O)[C@H]2C1=O | 1 | -3 | nt | -3 | 11 | 9 | 3
23 | Cc1ccc(N2CC(C(=O)N3CCC4(CC3)CC(=O)c3ccccc3O4)CC2=O)cc1 (stereo unspecified) | 3 | -2 | 1 | 19 | -1 | -12 | 0
24 | COc1ccc(NC(=O)Nc2cccc3c2O[C@@H](CN(C)CC2CCCCC2)[C@@H](C)CN([C@@H](C)CO)C3=O)cc1 | 0 | 4 | -2 | nt | 5 | 6 | 0
25 | COc1ccc(Cl)cc1-c1cc(C(=O)NCc2cccc(Cl)c2)[nH]n1 | -3 | 3 | nt | 17 | -6 | 1 | 5
26 | Cc1ccc(S(=O)(=O)c2nnn3c2nc(N2CCN(c4ccccn4)CC2)c2ccccc23)cc1C | -13 | -10 | -7 | -8 | -9 | -7 | 1
27 | CCn1nc(C(=O)Nc2ccc(Cl)c(S(=O)(=O)N3CCOCC3)c2)c2ccccc2c1=O | 7 | 1 | 9 | 11 | 3 | nt | 6
28 | CCOCCc1c(O)nc(SC)[nH]c1=O | 3 | 0 | nt | 12 | 6 | 5 | -6
29 | COc1ccc(-n2ncc3c(N4CCCc5ccccc54)ncnc32)cc1 | -7 | -18 | -10 | nt | 11 | 1 | 1
30 | CC(C)c1cn(CC[C@H]2CC[C@H](NC(=O)C3CCCC3)[C@@H](CO)O2)nn1 | 20 | 7 | 9 | -3 | 1 | 18 | 0

entry | Molecule | EWS-Fli inh | SIRT5 block | ARNT TACC3 PPI | PAX8 inh HTS | LGR2 antag | DENV2 CPE rescue | CASP6 VEID inh
31 | COCCCNC(=O)c1cccn2c(=O)c3cc4ccccc4cc3nc12 | nt | 1 | 10 | nt | -21 | nt | 3
32 | CC(NC(=O)c1ccc(Cl)cc1)C1CC2CCC1C2 (stereo unspecified) | -7 | -8 | 15 | -8 | 16 | -6 | 1
33 | CCOc1ccc(-c2cc(C(=O)NCc3ccc(F)cc3)[nH]n2)c(C)c1 | -19 | nt | nt | -2 | 0 | 4 | -2
34 | Cc1ccc(N(CC(=O)NC2CCCCC2)C(=O)CCC(=O)Nc2nccs2)cc1 | 0 | -2 | -3 | 12 | 10 | 4 | -1
35 | Cc1cccc2sc(NC(=O)c3cc(S(=O)(=O)N(C)C)ccc3N3CCCC3)nc12 | -2 | -1 | -4 | 15 | 19 | 6 | -3
36 | CCCCCN(C(=O)CCC(=O)OCC(=O)N(CC)C1CCCCC1)c1c(N)n(CCCC)c(=O)[nH]c1=O | 3 | 2 | -7 | 8 | -1 | -6 | -2
37 | CN1CCc2ccccc2C1Cc1ccccc1NC(=O)c1sc2ccccc2c1Cl (stereo unspecified) | -26 | -3 | -1 | -5 | -49 | -5 | -1
38 | Cc1cc(NC(=O)COc2ccccc2C)ccc1NC(=O)c1cccs1 | -12 | -18 | 0 | -8 | 2 | 11 | 0
39 | O=C(O)c1cc(NC(=O)c2cccc(F)c2)cc(NC(=O)c2cccc(F)c2)c1 | 48 | 3 | 1 | 23 | 14 | 0 | 5
40 | O=C(O)C1SCCN1S(=O)(=O)c1ccc(N=NN2CCOCC2)cc1 (stereo unspecified) | -3 | 4 | 10 | 13 | 23 | 11 | 6
41 | Cc1ccc(-n2ncc3c(NCCCn4ccnc4)ncnc32)c(C)c1 | 0 | -1 | 2 | 15 | 11 | 4 | -3
42 | O=C(C[C@H]1CC[C@@H](NC(=O)Nc2cccc(F)c2)[C@H](CO)O1)NCC1CCCCC1 | 0 | 0 | 4 | 13 | -2 | 0 | 2
43 | C=CCOc1ccccc1/C=N/NC(=O)c1ccc(Cl)cc1Cl | nt | nt | -4 | -40 | -5 | nt | nt
44 | CO[C@H]1CN(C)C(=O)c2ccc(NC(=O)c3cnccn3)cc2OC[C@H](C)NC[C@H]1C | 4 | 3 | 4 | nt | 1 | 53* | -2
45 | CN1CCN(c2cc(=O)n(C3CCCCC3)c(=O)[nH]2)CC1 | -3 | 0 | nt | -8 | nt | 9 | -2

entry | Molecule | EWS-Fli inh | SIRT5 block | ARNT TACC3 PPI | PAX8 inh HTS | LGR2 antag | DENV2 CPE rescue | CASP6 VEID inh
46 | Nc1c(Cl)cc(-c2csc(NCCc3nc4cc(Cl)c(Cl)cc4n3CCCO)n2)cc1Cl | -7 | 4 | -2 | 17 | 5 | nt | -3
47 | CC[n+]1c(/C=C/c2ccc(OC(C)=O)c(OC)c2)ccc2ccccc21 | -170 | 2 | -9 | -50 | -26 | 0 | -3
48 | CC(=O)Nc1ccc(C(=O)NN2C(=O)c3ccccc3C2=O)cc1 | 2 | -2 | -4 | -22 | -3 | -4 | 8
49 | O=C(CSc1nnnn1C1CCCCC1)N1CCN(C(=O)c2ccco2)CC1 | 6 | -1 | -9 | 17 | 24 | 2 | 3
50 | COC(=O)c1cc(=O)n(Cc2ccc(OC)cc2)c(=NCc2ccc(OC)cc2)s1 | -10 | 1 | nt | -11 | 2 | nt | -4
51 | Oc1ccc2ccccc2c1CNc1ccc(Br)cn1 | -27 | -1 | -7 | -1 | -18 | 10 | 0
52 | C/C(=N\NC(=O)CC1N=C(Cc2ccccc2)NNC1=O)c1ccc(Br)cc1 (stereo unspecified) | 12 | -1 | -11 | 11 | -15 | 2 | -2
53 | Cc1cc(N2CCNC[C@H]2C)ccc1N1CCN(Cc2ccccc2)[C@H](C)C1 | 15 | -3 | nt | 5 | -3 | -4 | -15
54 | CN1CCN(C(=O)C[C@@H]2CC[C@H](NC(=O)c3ccc4c(c3)OCO4)[C@H](CO)O2)CC1 | 10 | -2 | -2 | 0 | 10 | -2 | 0
55 | O=C(NC(=S)NCc1cccnc1)c1cc2ccccc2o1 | -2 | 1 | 0 | -6 | -12 | 5 | 1

In the list so far, these have an aryl methoxy group.
entry | Molecule | EWS-Fli inh | SIRT5 block | ARNT TACC3 PPI | PAX8 inh HTS | LGR2 antag | DENV2 CPE rescue | CASP6 VEID inh
3 | COc1ccc(-c2ccc(C3[C@@H]4CN(C(=O)c5ccc(F)cc5)C[C@H]3N4)cc2)cc1 (stereo partly specified) | -5&-9 | nt | nt | -11&13 | 1&-21 | 3&6 | nt
5 | CCCC(=O)Nc1ccc(S(=O)(=O)Nc2cc(OC)ncn2)cc1 | nt | -2 | -6 | 10 | 8 | 3 | 2
13 | CCCCc1nn(-c2cc(Cl)ccc2OC)c2c1C(=O)CCC2 | 8 | -1 | 5 | 2 | -5 | -2 | -2
24 | COc1ccc(NC(=O)Nc2cccc3c2O[C@@H](CN(C)CC2CCCCC2)[C@@H](C)CN([C@@H](C)CO)C3=O)cc1 | 0 | 4 | -2 | nt | 5 | 6 | 0
25 | COc1ccc(Cl)cc1-c1cc(C(=O)NCc2cccc(Cl)c2)[nH]n1 | -3 | 3 | nt | 17 | -6 | 1 | 5
29 | COc1ccc(-n2ncc3c(N4CCCc5ccccc54)ncnc32)cc1 | -7 | -18 | -10 | nt | 11 | 1 | 1
47 | CC[n+]1c(/C=C/c2ccc(OC(C)=O)c(OC)c2)ccc2ccccc21 | -170 | 2 | -9 | -50 | -26 | 0 | -3
50 | COC(=O)c1cc(=O)n(Cc2ccc(OC)cc2)c(=NCc2ccc(OC)cc2)s1 | -10 | 1 | nt | -11 | 2 | nt | -4
